# Cl transport mod: modulators of human KCC2 chloride dependent transport; B-score of Tl+ flux slope (higher = more flux/activation; lower = inhibition) at 10 µM; Q9H2X9; KCC2 cells, thallium flux FluoZin-2 fluorescence; actives 2.2% (n = 190,000);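 active means thallium flux slope and its plate-corrected score both differing from the plate sample mean at a set confidence after two filtering rounds, in either direction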;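 further: slope of fluorescence scaled to starting intensity during 10 to 20 s after thallium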
# Target sequence (Q9H2X9 whole entry, looked up): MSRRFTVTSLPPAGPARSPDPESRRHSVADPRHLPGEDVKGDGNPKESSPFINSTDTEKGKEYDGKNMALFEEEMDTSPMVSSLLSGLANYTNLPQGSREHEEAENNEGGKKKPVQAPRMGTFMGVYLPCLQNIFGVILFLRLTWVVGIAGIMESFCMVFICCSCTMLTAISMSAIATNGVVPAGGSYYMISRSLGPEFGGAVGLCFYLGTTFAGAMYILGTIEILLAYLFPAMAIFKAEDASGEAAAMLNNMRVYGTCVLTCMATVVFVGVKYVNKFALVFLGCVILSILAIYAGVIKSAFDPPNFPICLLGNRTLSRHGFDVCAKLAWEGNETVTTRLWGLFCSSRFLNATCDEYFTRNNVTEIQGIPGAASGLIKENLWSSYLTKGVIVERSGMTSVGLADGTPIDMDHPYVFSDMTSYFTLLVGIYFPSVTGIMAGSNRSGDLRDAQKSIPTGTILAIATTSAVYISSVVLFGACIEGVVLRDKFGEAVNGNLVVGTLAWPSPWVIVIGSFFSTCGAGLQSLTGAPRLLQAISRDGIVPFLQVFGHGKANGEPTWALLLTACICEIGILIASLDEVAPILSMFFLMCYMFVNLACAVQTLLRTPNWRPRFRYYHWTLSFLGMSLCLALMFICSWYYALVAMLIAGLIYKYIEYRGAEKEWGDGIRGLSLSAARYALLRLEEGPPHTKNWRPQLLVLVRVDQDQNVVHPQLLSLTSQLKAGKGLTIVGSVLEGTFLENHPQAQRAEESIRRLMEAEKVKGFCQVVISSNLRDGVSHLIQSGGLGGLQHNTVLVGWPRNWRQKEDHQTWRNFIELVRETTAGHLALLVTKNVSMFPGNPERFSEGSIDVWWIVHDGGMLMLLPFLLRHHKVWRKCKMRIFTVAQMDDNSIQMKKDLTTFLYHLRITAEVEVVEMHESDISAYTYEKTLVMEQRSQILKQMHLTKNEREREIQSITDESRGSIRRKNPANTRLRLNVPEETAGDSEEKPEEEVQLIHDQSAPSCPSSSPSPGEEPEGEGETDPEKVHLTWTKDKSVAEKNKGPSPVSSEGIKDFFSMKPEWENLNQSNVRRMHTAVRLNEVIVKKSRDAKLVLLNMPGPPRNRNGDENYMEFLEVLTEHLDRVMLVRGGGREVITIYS
# hK5 inh: inhibitors of human kallikrein 5. recombinant hK5, fluorogenic AMC substrate cleavage. inhibition, % at 5 µM. actives 0.59% (n = 210,000);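 active means inhibition of 40% or more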;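 further: 0% = enzyme controls without compound and 100% = no-enzyme blanks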
# FXIIa inh: factor XIIa (human) inhibition; P00748; purified FXIIa, Boc-QGR-AMC fluorogenic substrate, 2 h; inhibition, % at 5 µM; actives 0.3% (n = 220,000); AID 800; in the data active means inhibition above about 40%;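 further: 0% = enzyme with no compound and 100% = blank without enzyme; many of its hits are not listed in these tables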
# PERK inhibitor: human PERK inhibition, primary cell-based screen; AID 1416; Q9NZJ5; actives 0.17% (n = 220,000); CHO PERK-DD fusion, SEAP luminescence translation reporter; inhibition, % at 5.6 µM;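 active means inhibition above the mean inhibition of all tested compounds plus 3 SD, set separately per screening campaign, cut at about 2.9% in these data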;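 further: PERK kinase domain activated by AP20187 dimerizer at 100 nM; 0% = DMSO with dimerizer and 100% = rapamycin at 8.4 µM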
# Thrombin inh: inhibitors of human thrombin; inhibition, % at 5 µM; actives 0.26% (n = 220,000); AID 1046; alpha-thrombin, Boc-VPR-AMC fluorogenic substrate cleavage;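 active means inhibition at or above 40%; inactive means inhibition below 40%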;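 further: 0% = enzyme with no compound and 100% = wells without enzyme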
#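 System: human alpha-thrombin protein; Compound dosing: one concentration per compound, 5 µM, with 0.2% DMSO; Timing: reaction at room temperature; Technique: AMC fluorescence, 355/460 nm; Controls: enzyme without compound as high, wells lacking enzyme as low.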
# Calpain2 inh: inhibitors of pig calpain II. purified calpain II, fluorogenic peptide substrate, 30 min. inhibition, % at 16 µM. actives 0.37% (n = 220,000);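 active means inhibition above about 50%, limit read from the data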
# Furin inh: inhibitors of human furin | P09958 | purified furin, fluorogenic substrate cleavage | inhibition, % at 30 µM | actives 0.061% (n = 220,000) | AID 463115; in the data active means inhibition above about 25%; further: inactives centre near -15
# Rad51 HR inh: Rad51 (human) homologous recombination inhibition; Q06609; hRad51 DNA strand exchange, fluorescence dequenching; inhibition, % at 10 µM; actives 0.085% (n = 200,000); AID 1385;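 active means inhibition above 40% at the single screening dose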;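 further: 0% = DMSO control wells and 100% = blanks with heterologous ssDNA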
#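 Test system: preformed human Rad51 ssDNA filaments. Compound dosing: single dose, 10 µM final compound. Incubation: filaments 15 min 37 °C, then compound 30 min. Technique: FRET fluorescence dequenching, excitation 485 nm, emission 520 nm. Read-out basis: percent inhibition from fluorescence, normalised to plate control and blank means. Benchmarks: plate controls and plate blanks.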
# FXIa inh: factor XIa (human) inhibition. P03951. purified FXIa, Boc-Glu-Ala-Arg-AMC fluorogenic substrate. inhibition, % at 5 µM. actives 0.14% (n = 220,000). AID 798;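 active means inhibition of at least 40%; inactive means inhibition below 40%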;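 further: fluorescence of freed AMC excited at 355 nm; 0% = enzyme without compound and 100% = no enzyme blank; many of its hits are not listed in these tables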
# * marks the source's active call; other numbers are inactive results; / = no result given; [ ] = remark or other dose. An excerpt; rates above refer to the full screens.
# Order of values: Cl transport mod, hK5 inh, FXIIa inh, PERK inhibitor, Thrombin inh, Calpain2 inh, Furin inh, Rad51 HR inh, FXIa inh
Cn1c(NCCCO)nc2c1c(=O)n(Cc1ccccc1F)c(=O)n2C
 : 0.231, 1.1, 13.4, 1.2, 5.6, -0.1, -14.1[20 µM], -2.0, 7.4
COc1ccccc1C(=O)NCCn1cc(SCC(=O)Nc2cc(C)on2)c2ccccc21
 : -1.11, -6.8, 12.0, -1.3, -1.1, -3.1, -11.0[20 µM], -11.0, 5.1
Cc1cc(C)n2c(Nc3ccc4c(c3)OCCO4)c(-c3ccc(C)o3)nc2n1
 : -0.834, -21.4, 6.7, -0.9, -7.4, -41.4, -13.2, -2.0, -1.2
Cc1[nH]nc(Nc2ccc(C(C)C)cc2)c1[N+](=O)[O-]
 : 0.223, 5.0, 10.4, -0.1, 0.1, -10.0, -15.4, /, 5.0
C=CCNC(=S)NNC(=O)c1ccc2c(c1)OCO2
 : /, 4.2, 2.8, 0.6, -6.3, -20.5, -13.1[20 µM], -2.1, -4.7
COc1cc(OC)c2c(-c3ccccc3)cc(=O)oc2c1C(CCN1CCCC(C)C1)c1ccc2c(c1)OCO2 (stereo unspecified)
 : 0.363, -2.9, 3.3, /, -9.2, -34.0, -17.5, -1.1, -4.6
Clc1cccc(Sc2ccc(-c3ccccn3)s2)c1
 : 0.0637, -2.8, 7.2, 0.5, -2.5, 6.6, -7.3, -1.5, -0.4
O=C(COc1ccccc1Cl)Nc1ccc(CN2CCCCC2)cc1
 : -0.294, -1.1, 7.3, 0.8, -0.7, -14.9, -27.1, 9.2, -1.3
Cc1ccc(Cl)cc1NC(=O)C(Cc1ccccc1)N1C(=O)C2C3CCC(C3)C2C1=O (stereo unspecified)
 : 0.124, -14.5, -2.3, 0.4, -6.9, 3.4, -25.7, 14.9, -3.5
CN1C(=O)c2cccc3c(S(=O)(=O)Nc4ccccn4)ccc1c23
 : /, -28.1, 2.3, 0.3, 0.2, -24.8, -13.5[20 µM], -1.3, 4.5
CC(=O)Nc1nc(COc2ccccc2)cs1
 : /, -2.8, 9.3, 0.2, -5.2, -12.6, -22.0[20 µM], 0.7, -3.3
Cc1cc(=O)oc2cc(OCC3CC(c4ccc(Br)cc4)=NO3)ccc12 (stereo unspecified)
 : -0.355, -20.4, 14.6, 0.9, -0.1, -88.3, 1.4[20 µM], -2.4, 4.5
O=C(NCC(=O)N(Cc1ccccc1)C(C(=O)NC1CCCCC1)c1ccco1)c1ccco1 (stereo unspecified)
 : 1.66, 1.8, 18.0, -1.1, -0.9, 37.2, -6.1[20 µM], 5.5, 9.7
CC1(C)Oc2ccc(C(=O)NC3CC3)cc2N(CC(=O)N2CCOCC2)C1=O
 : -0.252, -7.5, 2.0, 1.9, -5.6, -17.3, -18.9, 0.5, -5.0
COc1cccc(CN2C(=O)Nc3ccccc3C(=O)N2C(C)(C)C)c1
 : 0.33, -23.1, -0.8, -1.4, -5.7, -0.5, -8.2[20 µM], 2.2, 26.1
CCOC(=O)NC(Nc1sc2c(c1C(N)=O)CCCC2)(C(=O)OCC)C(F)(F)F (stereo unspecified)
 : -0.762, -5.0, 7.0, 0.1, 0.6, -61.5, -14.0, -0.6, -1.8
COCCN(C)C(=O)CC1C(=O)NCCN1CC(c1ccccc1)c1ccccc1 (stereo unspecified)
 : 0.413, 1.7, 10.2, 0.0, -11.4, 9.0, -10.9, 13.2, -0.2
CN(C)S(=O)(=O)c1cccc(NC(=O)CCSc2ccc(Cl)cc2)c1
 : -1.47, -16.7, 2.5, -0.3, -8.7, 14.8, -15.6, /, -4.3
O=C(Nc1ncn[nH]1)c1ccc(S(=O)(=O)N2CCOCC2)cc1
 : -1.07, -21.8, -4.5, 2.2, -3.1, 11.0, -22.8, -2.6, 1.1
Cc1cccc(OCCCC(=O)O)c1C
 : 0.637, 5.2, -8.8, 2.6, -17.9, -19.2, 24.2[20 µM], 5.8, 3.2
CN/S(=N/S(=O)(=O)c1ccccc1)c1ccc(C)cc1 (stereo unspecified)
 : 0.0266, -0.2, 2.5, 1.6, -3.9, -2.0, -18.5, 11.6, -0.9
Cc1nc(NCCCn2ccnc2)c2oc3ccccc3c2n1
 : -0.00643, -6.4, 24.2, 0.0, 2.0, -1.6, -19.6, 5.5, 10.6
O=CN/N=C/c1c(O)ccc2ccccc12
 : 0.345, 20.0, 4.4, 1.2, -3.1, -10.5, -14.5, -87.2, -19.0
CN(C(=O)c1ccc(C#N)cc1)c1nnc(-c2cnccn2)s1
 : 0.417, -0.4, 3.7, 0.9, -8.0, -30.1, -19.1, -3.1, -4.7
O=C(c1oc(=O)c2ccccc2c1-c1ccccc1)N1CCC(O)CC1
 : /, 6.1, -0.6, 0.4, 7.6, 20.8, -30.4, -3.6, -5.7
CCN(CC(=O)Nc1ccc(C(C)=O)cc1)CC(=O)Nc1cccc(OC)c1
 : -0.0391, -2.2, 4.3, 0.1, -13.8, -6.3, -12.6, -6.3, -3.7
COc1cccc(OCC(=O)NNC(=S)Nc2ccc(Cl)cc2Cl)c1
 : 5.54*, -30.8, -2.1, 1.3, -3.1, -27.2, -16.2, -2.5, -6.6
COc1ccc(C(=O)CSc2nc3ncccc3[nH]2)cc1OC
 : 0.388, 18.8, 102.4*, -1.6, 8.2, 18.1, 4.4, 0.5, 22.6
CC(C)C[C@H](NC(=O)c1nc[nH]c1C(=O)N1CCN(c2ccccc2)CC1)C(=O)OC(C)(C)C
 : -0.489, -1.1, 4.2, /, -3.6, 7.4, -20.5, -1.9, -3.6
CCN(CC)S(=O)(=O)c1cccc2c(N(C)C)cccc12
 : -1.66, -2.1, 6.4, 0.2, -0.2, -57.6, -18.1, -0.5, 1.5
CCCn1c(SCC(=O)N2c3ccccc3CC2C)nnc1-c1ccco1 (stereo unspecified)
 : -4.81*, 10.8, 12.3, -1.8, 6.8, 36.4, 5.7[20 µM], -0.8, 1.8
C[N+](C)(C)c1ccc(/C=N/Nc2nc(Cl)c(C#N)c(Cl)c2Cl)cc1
 : 0.52, 11.6, 12.4, 1.1, -4.8, 1.6, 8.9, 1.3, 4.5
CC(=O)N1CCN(Cc2nc3cc(NC(=O)C4CCCCC4)ccc3n2C)CC1
 : -0.333, -6.4, 18.6, 0.1, 3.0, -21.7, -12.2[20 µM], 0.2, -0.7
Cc1cccc(-c2nsc(SCC(=O)NCc3ccc4c(c3)OCO4)n2)c1
 : 0.028, 0.0, 5.9, 0.9, -3.2, 15.0, -16.9, -9.7, 9.0
CCCCOC(=O)C1=C(C)Nc2nnnn2C1c1ccccc1Cl (stereo unspecified)
 : /, 9.8, -10.5, -0.9, 2.4, 41.9, -29.1[20 µM], -3.4, -2.4
Cn1c(COc2ccc3ccccc3c2)nnc1SCC(=O)O
 : -0.00273, -18.1, 17.3, 0.0, -14.7, 32.5, -18.0, -3.0, -4.9
Cc1ccc(C)c(N2CCN(S(=O)(=O)c3cccc4cccnc34)CC2)c1
 : -0.722, -3.9, 4.8, 1.1, 2.9, 24.6, -4.5, 7.3, -0.5
CCOC(=O)C1(Cc2ccc(OC)cc2)CCN(C(=O)c2sc(C)nc2C)CC1
 : /, 26.3, 23.1, 0.2, 32.4, 30.4, -9.7, -0.9, 27.9
COc1ccc(NC2=NCC(Cc3ccc(Br)cc3)S2)cc1 (stereo unspecified)
 : /, -12.9, 16.2, -0.2, -1.5, 13.3, -12.0, 2.7, 6.2
COc1ccccc1CNS(=O)(=O)c1cc(C)ccc1OC
 : -0.717, 2.0, 2.4, 0.1, 1.6, 10.5, -4.1[20 µM], -3.5, 2.8
Cc1cc(C)cc(N2C(=O)CC(n3ccnc3)C2=O)c1 (stereo unspecified)
 : 0.0729, -23.6, 9.0, 0.2, -4.8, -24.8, -14.1[20 µM], -12.7, 1.4
COc1ccccc1-c1nnc(SCC(=O)OC(C)C)o1
 : /, 16.9, 26.4, 0.9, 8.4, 15.1, -10.9[20 µM], -101.4, 6.4
CC1CC(C)CN(C(=O)c2ccccc2Nc2ccc(SC(F)F)cc2)C1 (stereo unspecified)
 : /, 2.2, 5.2, 0.4, 0.6, 33.6, -0.2[20 µM], -0.5, 2.4
N/C(Cc1ccc(Cl)cc1)=N\OC(=O)c1cccc2ccccc12
 : -0.344, -0.7, 15.4, -0.2, 0.1, 32.0, 9.8[20 µM], 5.3, 5.1
Nc1nc(Nc2cccc3ccccc23)nc(C2CCCC2=O)n1 (stereo unspecified)
 : 0.991, -10.8, -1.4, 1.1, -2.4, -20.0, -17.2, /, -4.5
NS(=O)(=O)c1ccc(CCNc2nc(CN3CCCCC3)nc3sc4c(c23)CCC4)cc1
 : 0.282, -0.5, 4.3, -0.3, -4.2, 1.2, -13.5[20 µM], -3.2, -9.9
O=S(=O)(O)c1nc2ccccc2n1Cc1ccccc1
 : -0.0903, -23.1, 7.3, 0.8, 1.5, 3.8, -16.7[20 µM], /, 2.6
O=C(Nc1ccc(Cl)cc1)NC1CCCc2ccccc21 (stereo unspecified)
 : 0.712, -25.2, -0.6, 0.4, -0.1, 4.0, -13.5[20 µM], 4.8, -5.1
O=C(Nc1cccc(C(=O)O)c1)/C(=C\c1ccccc1)NC(=O)c1ccccc1
 : -1.39, 1.4, 3.5, 1.4, -9.3, 12.1, -26.1, -34.0, -1.5
CCOc1cccc(/C(O)=C2/C(=O)C(=O)N(Cc3ccco3)C2c2ccncc2)c1 (stereo unspecified)
 : /, 10.6, 3.3, 0.7, -0.6, 26.8, -13.4[20 µM], 11.7, 1.1
Cc1nc(N2CCOCC2)nc2c1CCCC2
 : 0.061, -2.2, 16.3, 1.1, 3.0, -95.8, -12.7[20 µM], 10.7, 4.7
O=C(Cc1n[nH]c(=O)c2ccccc12)Nc1cccc(S(=O)(=O)N2CCCC2)c1
 : 0.77, 8.0, 8.1, 1.1, 2.6, -6.4, -12.8, 10.1, 9.9
CCOCC(=O)Nc1nnc(C2CCCCC2)s1
 : 2.17, 0.8, -12.0, -0.8, -7.4, 0.7, 1.0[20 µM], 2.3, -7.5
O=S(=O)(c1ccc2c(c1)OCCO2)N1CCC(c2nc3ccc(Cl)cc3[nH]2)CC1
 : /, -19.2, 18.0, -0.8, -11.1, -79.4, -22.3, 5.4, 3.2
COc1ccc(-n2c(-c3ccco3)n[nH]c2=S)cc1
 : 0.0425, -0.6, -13.5, 0.8, -10.1, -7.3, -30.9, 1.8, -8.1
C=CCNC(=O)/C(C#N)=C/c1c(N(Cc2ccccc2)Cc2ccccc2)nc2ccccn2c1=O
 : -1.21, -1.0, 14.3, -0.9, 1.1, -2.5, -12.4, 13.2, 3.3
COC(=O)c1ccc(-c2ccc(C(c3c(C)[nH][nH]c3=O)c3c(C)[nH][nH]c3=O)o2)cc1
 : 0.74, -14.8, -16.5, 0.4, 0.8, -1.6, -19.1, 16.4, -3.3
S=C(Nc1ccc(Cl)cc1Cl)Nc1ccccc1Oc1ccccc1
 : 25*, 7.2, 4.2, 1.6, 4.7, 0.4, -22.6[20 µM], -2.9, 2.5
COc1ccc(N2CCN(C(=O)CCCOc3cc(=O)n(C)c4ccccc34)CC2)cc1
 : -1.36, -4.1, 25.6, -1.0, 4.2, -19.3, -14.5, -1.5, 7.5

# In another format: entries from further up
Molecule | Cl transport mod | hK5 inh | FXIIa inh | PERK inhibitor | Thrombin inh | Calpain2 inh | Furin inh | Rad51 HR inh | FXIa inh
CCOC(=O)C1(Cc2ccc(OC)cc2)CCN(C(=O)c2sc(C)nc2C)CC1 | / | 26.3 | 23.1 | 0.2 | 32.4 | 30.4 | -9.7 | -0.9 | 27.9
O=S(=O)(c1ccc2c(c1)OCCO2)N1CCC(c2nc3ccc(Cl)cc3[nH]2)CC1 | / | -19.2 | 18.0 | -0.8 | -11.1 | -79.4 | -22.3 | 5.4 | 3.2
